From PubChem BioAssay
mcGAS MS inh = mouse cGAS inhibition by mass spec | recombinant mouse cGAS, cGAMP by RapidFire MS | 0.18% of 130,000 active | inhibition, % at 12.5 µM | Q8C6L5;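 active = inhibition of cGAS enzyme activity at or above 60%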;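 also: enzyme stimulated by 45 bp dsDNA with ATP and GTP substrates; cGAMP share of summed cGAMP plus half ATP and half GTP signals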
Target sequence (Q8C6L5 whole entry, looked up): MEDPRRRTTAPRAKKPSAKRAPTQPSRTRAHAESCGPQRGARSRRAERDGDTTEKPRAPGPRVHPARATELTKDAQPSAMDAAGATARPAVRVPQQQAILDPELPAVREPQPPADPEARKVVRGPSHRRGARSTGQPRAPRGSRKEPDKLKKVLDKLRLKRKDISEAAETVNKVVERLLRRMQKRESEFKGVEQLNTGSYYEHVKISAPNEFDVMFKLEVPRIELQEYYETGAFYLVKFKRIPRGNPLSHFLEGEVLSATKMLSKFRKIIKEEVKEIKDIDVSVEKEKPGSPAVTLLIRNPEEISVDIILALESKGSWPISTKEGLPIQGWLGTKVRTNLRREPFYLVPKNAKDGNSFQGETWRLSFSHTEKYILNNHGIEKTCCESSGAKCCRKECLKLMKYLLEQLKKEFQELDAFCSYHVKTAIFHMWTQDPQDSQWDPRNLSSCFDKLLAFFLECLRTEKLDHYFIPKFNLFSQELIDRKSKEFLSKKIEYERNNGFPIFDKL
The depositor's hits bear a star; & = joins results of further samples. Only part of the results is shown; the hit share may differ from the screen's.

Screening Cc1c(CN2CC3(CCNCC3)CC2C(=O)O)c(=O)n(-c2ccccc2)n1C (stereo not given) returned mcGAS MS inh -10.
For Cn1nc(C2CCN(C(=O)C3CNC(=O)C3)CC2)n(-c2ccccc2)c1=O (stereo not given) the results were mcGAS MS inh -9.
Screening CN(C)c1cc(N2CCN(CCCC#N)CC2)nc(N(C)C)c1C#N returned mcGAS MS inh -1.
Screening CC(C)(C)C(N)COc1ccccc1F (stereo not given) returned mcGAS MS inh -12.
`CNC(=O)CN1CCN(c2ncnc3cc4ccccc4cc23)CC1` gave mcGAS MS inh 9.
O=S(=O)(Cc1csc(Br)c1)CC(O)Cn1cccn1 (stereo not given) was read as mcGAS MS inh 9.
Screening CC(OC(=O)c1ccco1)C(=O)Nc1ccc(OC(F)F)c(Cl)c1 (stereo not given) returned mcGAS MS inh 7.
CC1(C(=O)NCc2cccnc2)CCN1C(=O)c1cccc(F)c1 (stereo not given) was read as mcGAS MS inh -8.
`CC(C)C(=O)N1CCC(NC(=O)N2CCCC2C2CCC2)C1` (stereo not given) gave mcGAS MS inh -2.
CN(Cc1ccco1)C(=O)c1coc(CN2CCN(Cc3ccccc3)CC2)n1 was read as mcGAS MS inh -10.
`Cc1nc(SCC(=O)Nc2ccc3c(c2)OCCCO3)n(C2CCCCC2)c1C` gave mcGAS MS inh -14.
`CCCCNC(=O)C1(C)CCN1Cc1ccc(-c2ccccn2)cc1` (stereo not given) gave mcGAS MS inh -7.
For Cc1nn(S(=O)(=O)c2ccc(OC(C)C)cc2)c(C)c1S(=O)(=O)N1CCCC1 the results were mcGAS MS inh -8.
O=C(CCC1CCCN(C(=O)CCc2ccc(F)c(F)c2)C1)NC1CC1 (stereo not given) was read as mcGAS MS inh -5.
`CCOc1ccccc1NS(=O)(=O)NCc1ccccc1` gave mcGAS MS inh -5.
`CCCn1cc(CNC(=O)CC2CCc3ccccc32)cn1` (stereo not given) gave mcGAS MS inh -12.
Screening CCn1nc(C(=O)N(CC2CCCO2)c2nc3cc(OC)ccc3s2)cc1C (stereo not given) returned mcGAS MS inh 8.
N#CC(C(=O)CCl)c1nncn1-c1ccccc1 (stereo not given) was read as mcGAS MS inh 6.
COc1ccccc1-c1cccc(C(=O)NCCn2ccnn2)c1 was read as mcGAS MS inh 5.
O=C(c1cccnc1)N1CCC2(CCCN(CCc3ccccc3)C2)C1 (stereo not given) was read as mcGAS MS inh -5.
`CCc1nc(CN2CC[C@@](C)(O)[C@@H](CC)C2)c(C)[nH]1` gave mcGAS MS inh -10.
For Cn1c(C(=O)N2CCCC2)cc2c(=O)n3ccccc3nc21 the results were mcGAS MS inh -12&-4.
For OC(CN1CCCN2CCCC2C1)c1cc(Cl)ccc1Cl (stereo not given) the results were mcGAS MS inh -12.
`CCOc1cn(C)c(C(=O)Nc2cccc(C(C)=O)c2)cc1=O` gave mcGAS MS inh -1.
OCC1CCCCN1c1ccc(-c2nc(CCc3ccccc3)no2)cn1 (stereo not given) was read as mcGAS MS inh -2.
For Cc1ccc(CN2CCC(CN(C)Cc3cn[nH]c3-c3cccc(F)c3)CC2)o1 the results were mcGAS MS inh -8.
Screening CC1CCCN(Cc2csc(NC(=O)CNC(=O)c3ccccc3)n2)C1 (stereo not given) returned mcGAS MS inh -4.
For CCC(=O)N(c1nnc(SCC(=O)N2CCCC2=O)s1)C1CC1 the results were mcGAS MS inh -3.
For C=C(Br)CNC(=O)NC1CCN(CC2CCCC2)CC1 the results were mcGAS MS inh -12.
`Cc1cc(Br)ccc1N(C)S(=O)(=O)c1cc2c(c(C(=O)O)c1)OCCO2` gave mcGAS MS inh -11.
`CC1Nc2nc(N(C)C)[nH]c(=O)c2NC1C` (stereo not given) gave mcGAS MS inh -3.
CN(Cc1cc2n(n1)CCCNC2)Cc1nc(-c2ccccn2)no1 was read as mcGAS MS inh -14.
Cc1nn2cccnc2c1C(=O)NCc1ccc(OC(C)C)c(F)c1 was read as mcGAS MS inh 0.
Screening Cc1ccc(OCc2nn3c(C(F)(F)F)nnc3s2)cc1 returned mcGAS MS inh 1.
For COc1c(S(=O)(=O)n2cnc3ccccc32)ccc(Cl)c1Cl the results were mcGAS MS inh -6.
For Brc1cc(CSc2cn[nH]n2)c2ncccc2c1 the results were mcGAS MS inh -2.
Cc1cc(C)cc(NC(=O)C2CCN(c3ccc4nnc(C(F)(F)F)n4n3)CC2)c1 was read as mcGAS MS inh -3.
Screening O=C(Cn1cnc2c(nnn2-c2ccccc2)c1=O)N1CCCc2ccccc21 returned mcGAS MS inh 5.
Screening CCC(C)NS(=O)(=O)C1CCOC1 (stereo not given) returned mcGAS MS inh 2.
COc1ccc(Br)cc1CN(C)C(=O)NCCc1ccccc1F was read as mcGAS MS inh -22.
COC(=O)C1(NC(=O)c2cc(OC)cc(OC)c2)CCCCC1 was read as mcGAS MS inh 2.
Screening O=C(CC1COC(=O)C1)Nc1ccc(NCc2ccccc2)c(Cl)c1 (stereo not given) returned mcGAS MS inh -9.
CNC(=S)NCCc1cc2c(OC)ccc(OC)c2[nH]c1=O was read as mcGAS MS inh 3.
`Cc1cn(Cc2ccccc2C(=O)NCCN(C)C)c(=NC(=O)c2ccco2)s1` gave mcGAS MS inh -1.
Screening O=C1NCCN(Cc2ccc(F)c(F)c2)C1CC(=O)N1CCN(C2CCCCC2)C(=O)C1 (stereo not given) returned mcGAS MS inh -17.

Taken from the entries so far (2 entries):
Cc1cc(C)cc(NC(=O)C2CCN(c3ccc4nnc(C(F)(F)F)n4n3)CC2)c1 was read as mcGAS MS inh -3.
Screening O=C(Cn1cnc2c(nnn2-c2ccccc2)c1=O)N1CCCc2ccccc21 returned mcGAS MS inh 5.

The list goes on.
Screening CC(=O)Nc1ccc(Cl)c(C(=O)N2CC=C(c3ccc(F)cc3)CC2)c1 returned mcGAS MS inh -26.
Cc1ccccc1C(C)NC(=O)c1ccc(OCc2nccn2C)cc1 (stereo not given) was read as mcGAS MS inh 4.
CCOC(=O)C1(C)CCCCN1C(=O)c1cccc(OC(F)(F)F)c1 (stereo not given) was read as mcGAS MS inh -6.
Screening O=c1c(Cl)c(N2CCN(C3CCS(=O)(=O)C3)CC2)cnn1-c1ccccc1 (stereo not given) returned mcGAS MS inh -5.
For Clc1ccc(-c2nc(SCC3CCCO3)n[nH]2)cc1 (stereo not given) the results were mcGAS MS inh 0.
Screening CCC(Sc1nnc(C)s1)C(=O)Nc1ccc(C(C)=O)cc1 (stereo not given) returned mcGAS MS inh -15.
Screening Cn1cccc1C(=O)NCCNS(=O)(=O)c1cc(Cl)cc(Cl)c1 returned mcGAS MS inh 5.
For O=C(CSc1nc2[nH]ncc2c(=O)[nH]1)Nc1ccc([N+](=O)[O-])cc1 the results were mcGAS MS inh -3.
Screening CCOc1ccc(S(=O)(=O)NC2CCN3CCCCC23)cc1C (stereo not given) returned mcGAS MS inh -12.
Screening O=C(C(Cc1cnc[nH]1)n1cccc1)N1CCN(c2ccccc2)C(=O)C1 (stereo not given) returned mcGAS MS inh 6.
`Cc1cc(C2=NNC(=NCc3ccc4c(c3)OCO4)SC2)c(C)n1Cc1ccco1` gave mcGAS MS inh 18.
Screening COc1cccc([C@@H](C)NC(=O)CCC(=O)NC2CCCC2)c1 returned mcGAS MS inh -17.
c1ccc2nc(CN3CCN(c4ncnc5ccccc45)CC3)ccc2c1 was read as mcGAS MS inh -3.
Cc1ccc(S(=O)(=O)Nn2c(C)ccc2C)cc1 was read as mcGAS MS inh 3.
CC(C)c1cc(NC(=O)c2cnc(C(C)(C)C)s2)n[nH]1 was read as mcGAS MS inh 0.
CC1COCCN1Cc1nc2ncc(Br)cc2[nH]1 (stereo not given) was read as mcGAS MS inh 34.
Screening O=C(NCc1ccc(Cl)cc1)N(CCc1ccccc1)Cc1ccccn1 returned mcGAS MS inh -6.
`CCCS(=O)(=O)N1CCC(NCc2nc3ccccc3n2CC)CC1` gave mcGAS MS inh 8.
Screening Cc1cccc(OCCN(C)Cc2nc3cc(Cl)ccc3c(=O)[nH]2)c1 returned mcGAS MS inh -1.
For Cc1ccc(NC(=O)c2sc(=O)n(Cc3ccc(Cl)c(Cl)c3)c2C)cc1 the results were mcGAS MS inh -3.
`O=[N+]([O-])c1ncccc1OCc1cc(Cl)cc2c1OCOC2` gave mcGAS MS inh 3.
Screening NC(=O)c1ccc(C(F)(F)F)nc1N1C[C@@H]2[C@H](C1)[C@H]1CC[C@@H]2O1 returned mcGAS MS inh -22.
For CC(C)c1nc(CNC(=O)c2ccc(N(C)C3CCCCC3)nc2)no1 the results were mcGAS MS inh 0.
Screening Cc1cccc(-c2ncc(CNCC3CCCN(C(=O)C(C)C)C3)cn2)c1 (stereo not given) returned mcGAS MS inh -12.
For CC(C)c1nnc(CN2CCC(N(C)C(=O)OC(C)(C)C)C2)o1 (stereo not given) the results were mcGAS MS inh -23.
For CCOc1c(CC)cnc2c1c(=O)n(CC(=O)N1CCC(C)CC1)c(=O)n2C the results were mcGAS MS inh -4.
N#Cc1cn(-c2ccc(NC(=O)c3c(F)cccc3F)cc2)nc1N was read as mcGAS MS inh -6.
CCCCSc1n[nH]c(=S)s1 was read as mcGAS MS inh 4.
For CCN(CC)C(=O)C1(P(=O)(c2ccccc2)c2ccccc2)CCC1 the results were mcGAS MS inh 7.
`CNC(=O)c1ccc(Oc2nccc(C(F)(F)F)n2)cc1` gave mcGAS MS inh -11.
`Cc1nc(C)c2c(C)c(C(=O)N3CCC(NC(=O)NC4CCCCC4)CC3)sc2n1` gave mcGAS MS inh -3.
For Cc1cc(C(C)NC(=O)c2cc3c(cc2O)OCO3)c(C)s1 (stereo not given) the results were mcGAS MS inh -5&-1.
Screening O=C(CN1CCN(Cc2nc3ccsc3c(=O)[nH]2)CC1)N1CCCCCC1 returned mcGAS MS inh -11.
Screening CC(Nc1ccc2c(c1)OCO2)C(=O)Nc1ccc(Cl)cn1 (stereo not given) returned mcGAS MS inh -8.
For Cc1c(Br)c(C(F)(F)F)nn1CC(=O)Nc1sc2c(c1C#N)CCCCC2 the results were mcGAS MS inh -3.
Screening Cc1noc(C)c1Cn1c(C)c(C(=O)NCc2ccc3c(c2)OCCO3)sc1=O returned mcGAS MS inh -4.
CS(=O)(=O)c1ccc(-n2ncc3c2CCN(C(=O)c2coc4c2C(=O)CCC4)C3)cc1 was read as mcGAS MS inh -2.
`CCOC1=CC(=O)N(Cc2ccccc2)C1` gave mcGAS MS inh -5.
CCOC(=O)c1scnc1C(C)C was read as mcGAS MS inh -9.
Cc1ccsc1CN(C)C(=O)Cn1[nH]c(=O)c2ccccc2c1=O was read as mcGAS MS inh -11.
COCC(=O)N1CCCC(CNC(=O)Cc2ccc(OC)cc2)C1 (stereo not given) was read as mcGAS MS inh -2.
Cc1cc(CNC(=O)c2cscn2)ccc1S(C)(=O)=O was read as mcGAS MS inh -7.
`Cc1nn(C(C)C(=O)NC(N)=O)c(C)c1[N+](=O)[O-]` (stereo not given) gave mcGAS MS inh 1.
CCSc1nc2sc3c(c2c(=O)n1C)CCC3 was read as mcGAS MS inh 3.
For CCc1ccccc1OCCN1CCC(n2nc(C)cc2C)C1 (stereo not given) the results were mcGAS MS inh -6.
Screening COc1cc(CO)cc(Br)c1OCC#N returned mcGAS MS inh -7.
For COc1ccccc1NS(=O)(=O)c1c(C)nn(C)c1C the results were mcGAS MS inh -13.
`CS(=O)(=O)N1CCn2c(nc3ccccc32)C1` gave mcGAS MS inh -5.
For O=C1Nc2ccccc2C12Oc1ccccc1C1CC(c3ccccc3)=NN12 (stereo not given) the results were mcGAS MS inh 0.
For CN(C)c1nc(N(C)C)nc(N(C)C)n1 the results were mcGAS MS inh -14&-2&-1.
COc1cc([C@@H]2c3cc4c(cc3[C@@H](O[C@@H]3O[C@@H]5CO[C@@H](C)O[C@H]5[C@H](O)[C@H]3O)[C@H]3COC(=O)[C@H]23)OCO4)cc(OC)c1O was read as mcGAS MS inh -4&4.
For COc1ccccc1C(=O)C1CCCN(C(=O)C2=CC(=O)CC(C)(C)O2)C1 (stereo not given) the results were mcGAS MS inh 3.
Cc1ccnc(SCc2cc(=O)n3[nH]c(C)c(-c4ccc(F)cc4)c3n2)n1 was read as mcGAS MS inh -3.
`Cn1c(-c2nc3ccccc3c(=O)[nH]2)c(O)c2cccnc21` gave mcGAS MS inh 12.
`CCCn1c(=O)c2c(nc3n2CC(C)=NN3Cc2ccc(F)cc2)n(C)c1=O` gave mcGAS MS inh -3.

Structures from the list above that contain an NH in an aromatic ring, in the order listed:
`CCc1nc(CN2CC[C@@](C)(O)[C@@H](CC)C2)c(C)[nH]1` gave mcGAS MS inh -10.
For Cc1ccc(CN2CCC(CN(C)Cc3cn[nH]c3-c3cccc(F)c3)CC2)o1 the results were mcGAS MS inh -8.
`CC1Nc2nc(N(C)C)[nH]c(=O)c2NC1C` (stereo not given) gave mcGAS MS inh -3.
For Brc1cc(CSc2cn[nH]n2)c2ncccc2c1 the results were mcGAS MS inh -2.
CNC(=S)NCCc1cc2c(OC)ccc(OC)c2[nH]c1=O was read as mcGAS MS inh 3.
For Clc1ccc(-c2nc(SCC3CCCO3)n[nH]2)cc1 (stereo not given) the results were mcGAS MS inh 0.
For O=C(CSc1nc2[nH]ncc2c(=O)[nH]1)Nc1ccc([N+](=O)[O-])cc1 the results were mcGAS MS inh -3.
Screening O=C(C(Cc1cnc[nH]1)n1cccc1)N1CCN(c2ccccc2)C(=O)C1 (stereo not given) returned mcGAS MS inh 6.
CC(C)c1cc(NC(=O)c2cnc(C(C)(C)C)s2)n[nH]1 was read as mcGAS MS inh 0.
CC1COCCN1Cc1nc2ncc(Br)cc2[nH]1 (stereo not given) was read as mcGAS MS inh 34.
Screening Cc1cccc(OCCN(C)Cc2nc3cc(Cl)ccc3c(=O)[nH]2)c1 returned mcGAS MS inh -1.
CCCCSc1n[nH]c(=S)s1 was read as mcGAS MS inh 4.
Screening O=C(CN1CCN(Cc2nc3ccsc3c(=O)[nH]2)CC1)N1CCCCCC1 returned mcGAS MS inh -11.
Cc1ccsc1CN(C)C(=O)Cn1[nH]c(=O)c2ccccc2c1=O was read as mcGAS MS inh -11.
Cc1ccnc(SCc2cc(=O)n3[nH]c(C)c(-c4ccc(F)cc4)c3n2)n1 was read as mcGAS MS inh -3.
`Cn1c(-c2nc3ccccc3c(=O)[nH]2)c(O)c2cccnc21` gave mcGAS MS inh 12.
